MITF inh: MITF inhibitors, primary screen, biochemical, AlphaScreen, human | AlphaScreen MITF homodimerization, bead proximity signal | inhibition, % at 2.6 µM | AID 1259374, 2018 | 0.91% of 650,000 active; in the data active = inhibition above about 50%;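 also: 0% = vehicle wells with protein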
Target sequence (O75030 whole entry, looked up): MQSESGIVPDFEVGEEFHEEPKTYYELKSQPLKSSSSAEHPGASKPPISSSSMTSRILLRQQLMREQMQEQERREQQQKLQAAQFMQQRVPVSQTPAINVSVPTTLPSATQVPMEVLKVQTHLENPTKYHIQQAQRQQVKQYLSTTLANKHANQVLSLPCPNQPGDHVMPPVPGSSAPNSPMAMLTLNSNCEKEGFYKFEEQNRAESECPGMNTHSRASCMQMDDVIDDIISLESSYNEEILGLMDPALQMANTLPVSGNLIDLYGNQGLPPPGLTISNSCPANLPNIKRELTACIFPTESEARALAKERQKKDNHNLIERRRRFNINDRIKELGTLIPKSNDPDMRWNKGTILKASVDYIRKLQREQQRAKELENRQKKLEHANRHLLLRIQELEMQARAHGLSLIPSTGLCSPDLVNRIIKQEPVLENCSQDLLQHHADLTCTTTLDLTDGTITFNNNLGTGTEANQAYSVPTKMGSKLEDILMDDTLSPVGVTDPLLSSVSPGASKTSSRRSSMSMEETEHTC
FBW7 act: FBW7 E3 ligase activators, primary screen, biochemical, AlphaScreen, human. F-box/WD repeat-containing protein 7 (Homo sapiens), Q969H0. AlphaScreen FBW7–phospho-cyclin E peptide binding, activator screen. 0.13% of 650,000 active. normalized activity (activation), % at 26.1 µM; in the data active = normalized activity above about 1.9%;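 also: purified mutant Fbw7 with reduced substrate affinity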
GPR151 ag: activators of human GPR151, primary screen, cell-based, PathHunter beta-arrestin, luminescence | G-protein coupled receptor 151 (Homo sapiens), Q8TDV0 | PathHunter beta-arrestin GPR151 cells | activation, % at 11.2 µM | 1% of 650,000 active | AID 1508602, 2020; in the data active = activation above about 4.9%;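 also: 0% = median of compound wells and 100% = cells with positive control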
Target sequence (Q8TDV0 whole entry, looked up): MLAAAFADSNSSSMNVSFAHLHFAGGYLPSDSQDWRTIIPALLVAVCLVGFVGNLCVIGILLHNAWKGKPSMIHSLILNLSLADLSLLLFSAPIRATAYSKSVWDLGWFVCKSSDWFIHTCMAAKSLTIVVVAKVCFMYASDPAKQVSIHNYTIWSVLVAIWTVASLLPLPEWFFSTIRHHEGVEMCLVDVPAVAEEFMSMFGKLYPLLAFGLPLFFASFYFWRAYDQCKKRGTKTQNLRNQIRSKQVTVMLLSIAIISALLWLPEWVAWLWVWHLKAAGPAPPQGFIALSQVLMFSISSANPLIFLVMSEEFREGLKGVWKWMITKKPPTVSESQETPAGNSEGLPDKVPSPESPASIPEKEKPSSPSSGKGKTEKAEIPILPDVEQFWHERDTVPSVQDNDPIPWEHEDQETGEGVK
TEAD-YAP block: TEAD-YAP interaction inhibition, primary screen, TEAD-YAP interaction inhibitor project, luminescence, HEK-TIYL cells. TEAD-Gal4/YAP UAS-luciferase luminescence. inhibition, % at 9.12 µM. 1.4% of 640,000 active; in the data active = inhibition above about 32%;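 also: 0% = median of test compound wells and 100% = reference inhibitor wells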
Starred values were filed as active, the others as inactive.

Below each SMILES: MITF inh, FBW7 act, GPR151 ag, TEAD-YAP block
- CCOC(=O)C(=O)N1c2ccc(OCC)cc2-c2c(ssc2=S)C1(C)C
  29, -0.4, -0.9, -9
- CCOC(=O)C1=C(C)NC2=C(C(=O)C(C(=O)OC)C(C)C2)C1c1ccccc1C (centres undefined)
  -17, 0.0, -0.1, 5
- CCCn1cnc2sc(C(=O)Nc3ccc(I)cc3C)c(C)c2c1=O
  -7, 0.0, 0.6, -4
- N#C/C(C(=O)c1ccccc1)=C1/Nc2ccccc2C1=O
  -1, -0.3, -0.2, 4
- COc1ccc(OC)c(NC(=O)Cn2c(=O)sc3ccccc32)c1
  -4, 0.1, -0.3, 3
- CC(Oc1cccc(Cl)c1)C(=O)N1CCN(c2ccccc2)CC1 (centres undefined)
  3, 0.3, 1.6, 12
- Cc1ccc2nc(-c3ccc(NC(=O)CSc4ncn[nH]4)cc3)sc2c1
  4, 0.0, -2.2, 73*
- COC(=O)c1ccc(-c2ncc(-c3ccc(N(C)C)cc3)o2)cc1
  0, 0.0, 0.2, -16
- COc1ccc(C2CC(c3cccc(Br)c3)Nc3nnnn32)c(OC)c1 (centres undefined)
  23, 0.0, -0.5, -1
- CC1CCN(C(=O)Cc2csc(Nc3ccccc3)n2)CC1
  -4, -0.4, 2.8, 2
- COc1ccc(C2CC(=O)C(=O)N2c2ccccc2)cc1 (centres undefined)
  -6, -0.2, -1.1, 0
- FC(F)(F)c1ccc(Cn2cnc3c(NCc4cccc(C(F)(F)F)c4)nc(NCc4ccc5c(c4)OCO5)nc32)cc1
  7, 0.1, 0.2, 6
- CC1CCN(C(=O)c2c[nH]c3ccc(S(=O)(=O)N4CCc5ccccc5C4)cc3c2=O)CC1
  -8, 0.1, -1.1, 17
- O=C(Nc1nc(-c2ccccc2)ns1)c1ccccc1Cl
  9, 0.0, -0.3, -34
- O=S(=O)(Nc1nc2ccc(S(=O)(=O)N3CCCC3)cc2s1)c1ccc(F)cc1
  -10, -0.1, 2.1, -4
- O=c1c(Cl)c(N2CCOCC2)cnn1-c1ccccc1
  -6, -0.2, -0.7, -34
- CCOP(=O)(OCC)c1nc(C(C)C)oc1NCc1ccccc1
  -1, 0.2, -1.3, -3
- COc1ccc(C(=O)NC(=S)N2CCCCCC2)cc1
  4, -0.1, 1.7, 0
- C/C(N)=C(/C#N)C(=O)COC(=O)c1cc2c(C)nn(-c3ccccc3)c2s1
  -3, -0.2, 0.6, 3
- Cc1nnc(SCC(=O)Nc2nc3ccccc3s2)s1
  5, -0.1, 0.0, -8
- COc1cccc(C(NC(=O)C2CCN(C(=O)c3ccccc3)CC2)c2ccccn2)c1 (centres undefined)
  22, 0.0, 0.2, 3
- COc1ccc(CNCc2c(C(=O)N3CCCC3)nc3ccccn23)cc1OC
  5, 0.2, -1.3, -7
- NC(=O)CSc1ccc2nnc(-c3cccc(F)c3)n2n1
  -1, -0.1, 0.2, 4
- Cc1cnn(-c2ccccc2)c(=O)c1N(C)C
  -5, -0.1, -1.1, -7
- CC(=O)CC1NC(=O)c2c(sc3c2CCCC3)-n2cccc21 (centres undefined)
  -49, 0.4, 0.2, -3
- Cc1ccc(S(=O)(=O)CCC(=O)OCC(=O)c2ccc(Cl)s2)cc1
  9, 0.1, -0.6, 0
- COc1ccc(NS(=O)(=O)c2ccc3c(c2)OCCO3)c(OC)c1
  85*, 0.0, 0.5, 9
- COc1cccc(/C=c2\sc3nnc(-c4ccccc4)n3c2=O)c1OC
  1, 0.1, 0.4, -6
- COc1ccc(CCNC(=O)c2cc(=O)[nH]c3ccccc23)cc1OC
  10, 0.1, -1.1, 3
- CC(C)CC(N)C(=O)NC(C)C(=O)O (centres undefined)
  1, 0.0, 0.6, 5

Next results.
Below each SMILES: MITF inh, FBW7 act, GPR151 ag, TEAD-YAP block
- c1ccc(-n2cnc3c(NCCN4CCOCC4)nc(N4CCc5ccccc5C4)nc32)cc1
  12, 0.0, -0.2, -2
- C/C(=N\NC(=O)c1ccncc1)c1c(C)[nH]n(-c2nc3ccccc3s2)c1=O
  11, 0.0, -8.6, -18
- O=C(CCc1nc2cccnc2n1-c1ccccc1)N1CCN(c2ccccn2)CC1
  2, -0.1, 2.4, 4
- O=C1c2ccccc2C(=O)N1c1cccc(F)c1
  -1, 0.1, -1.9, -9
- O=C1NC(=O)N(Cc2ccco2)C(=O)/C1=C\c1ccc(-c2ccc(Br)cc2)o1
  70*, -0.1, 0.2, 0
- COc1ccc(-c2nc(-c3cccnc3)no2)cc1OC
  5, -0.4, -0.9, -45
- CC(=O)C1=C(O)C(=O)N(CCCNCCO)C1c1ccc(Cl)cc1 (centres undefined)
  4, -0.1, 2.5, 3
- CN(C)CCNC(=S)Nc1ccc(C(=O)O)cc1
  -3, 0.1, 10*, 0
- CC(=O)Nc1ccc(S(=O)(=O)NCC(=O)OC(C)c2ccccc2Cl)cc1 (centres undefined)
  -11, 0.0, -1.3, -10
- O=C(NCC1COc2ccccc2O1)c1ccco1 (centres undefined)
  9, 0.1, -0.3, 0
- COc1cc(Cl)c(CN2CCc3nnc(C(CC(C)C)NC(C)=O)n3CC2)cc1OC (centres undefined)
  -8, -0.1, 1.2, -8
- CC(=O)Nc1cc(CNCc2ccc3c(c2)Cc2ccccc2-3)cc(C(=O)N2CCCC2)c1
  -1, -0.3, 1.3, -4
- CCN1C(=O)CCSc2ccccc21
  11, 0.2, -0.9, 4
- CC(=O)c1cccc(-c2nc(NCc3nc4ccccc4[nH]3)c3ncn(C4CCCCC4)c3n2)c1
  -2, 0.0, 0.7, 1
- Ic1ccc(OCCCn2ccnc2)cc1
  14, -0.1, -0.4, 9
- CCS(=O)(=O)c1ncc(Cl)c(C(=O)Nc2cccc(Cl)c2)n1
  6, -0.2, -2.1, 95*
- CCOC(=O)C1=C(O)/C(=C\c2ccc(OCC(=O)OC)cc2)N=C1C
  14, 0.2, -0.1, 2
- O=[N+]([O-])c1ccc(NCC2COc3ccccc3O2)c(S(=O)(=O)N2CCCC2)c1 (centres undefined)
  13, 0.2, 2.5, -8
- CCC(Sc1nc(NC(C)=O)c(NC(=O)c2cccs2)c(=O)[nH]1)C(=O)O (centres undefined)
  -4, 0.0, -0.4, -2
- COc1cccc(/C=N/NC(=O)CNc2cccc(Cl)c2)c1
  2, -0.1, 2.2, 3
- COCCCNC(=O)Cc1ccccc1[N+](=O)[O-]
  13, 1.8, -0.9, 5
- CC1C(=O)Nc2ccc(S(=O)(=O)N(C)C3CCCCC3)cc2NC1=O (centres undefined)
  16, 0.3, 0.0, 6
- CCOC(=O)C1=C(CC)NC2=C(C(=O)CCC2)C1c1ccc(Cl)cc1 (centres undefined)
  -6, 0.0, 1.1, 6
- CCNc1ccc(N2CCC(C(=O)Nc3ccc4c(c3)OCO4)CC2)nn1
  -1, 0.0, -0.4, -16
- CS(=O)(=O)N1CCC(Oc2cccc(C(=O)NCc3ccon3)c2)CC1
  13, 0.0, -0.5, -11
- Cc1ccc(Oc2ccc(OCC(=O)Nc3c(C)n(C)n(-c4ccccc4)c3=O)cc2)cc1
  5, -0.1, -0.6, 23
- CCCOc1cccc(C(=O)Nc2cccc(NC(=O)c3ccc(C(C)(C)C)cc3)c2)c1
  16, 0.3, -0.2, -26
- O=c1[nH]c(/C=C\c2ccc(F)c(Br)c2)c([N+](=O)[O-])c(=O)[nH]1
  7, -0.4, 1.6, 8
- CC(C)C(NC(=O)/C=C/c1ccc2c(c1)OCO2)C(C)C
  -12, -0.1, 1.9, -1
- Cn1cc(-c2ccc(NC(=O)C3COc4ccccc4O3)cc2Cl)cn1 (centres undefined)
  36, 0.2, -0.2, -24

More results
Structure	MITF inh	FBW7 act	GPR151 ag	TEAD-YAP block
CCc1ccc(OCCNCc2ccncc2)cc1	11	0.0	0.1	-5
CCSc1nc2sccn2c(=O)c1C(=O)NCc1cccc(C(F)(F)F)c1	19	0.5	-1.2	9
CCCCCC(=O)Nc1ccc(N2CCN(C(=O)CCC)CC2)cc1	10	0.1	-1.5	14
O=S(=O)(c1ccc2ccccc2c1)N1CCN(Cc2ccncc2)CC1	79*	-0.2	0.5	1
O=C(CC(c1ccc(Cl)cc1)C1CCCCC1=O)c1ccccc1 (centres undefined)	11	0.2	-0.3	-10
O=C(CCc1ccccc1)N1CC[C@@H]2[C@H](CCCN2C(=O)c2ccccc2)C1	19	0.1	0.9	-3
Cc1ccc(-n2c(SCC(=O)Nc3ccc(C)c(C)c3)nc3n[nH]c(C)c3c2=N)cc1	0	-0.1	1.3	6
CCCOC(=O)c1ccc(NC(=O)c2ccccc2Cl)cc1	1	-0.1	0.0	-20
Cc1ccccc1N(CC(=O)N(C)C)S(=O)(=O)c1ccc(Cl)cc1	3	-0.1	0.7	8
CCOC(=O)C1=C(CSc2nc(-c3ccccc3)cc(-c3ccccc3)c2C#N)OC(N)=C(C#N)C12C(=O)Nc1ccccc12 (centres undefined)	2	0.0	1.4	-13

(continued)
Structure	MITF inh	FBW7 act	GPR151 ag	TEAD-YAP block
CCCCN(CC)CCNC(=O)c1cn(-c2ccc(F)cc2F)c(=O)c2ccccc12	-12	0.0	-0.9	-2
CSc1cccc(NC(=O)CCc2nc3cccnc3n2Cc2ccccc2)c1	13	0.1	-0.2	4
CC(C)C(=O)N1CCC(C(N)=O)(N2CCCCC2)CC1	-7	-0.5	0.2	0
CCCOC(=O)C1=C(C)NC2=C(C(=O)CCC2)C1c1cccc2ccccc12 (centres undefined)	1	0.1	-0.1	9
COc1ccc(Cc2nnc(Nc3ccc4c(c3)OCO4)[nH]c2=O)cc1	9	-0.1	0.2	5
Cc1ccc(C)c(OCc2cc(C(=O)NC3CCOC(C)(C)C3)no2)c1 (centres undefined)	1	0.8	0.1	-43
CCOC(=O)c1c(NC(=S)NC(=O)c2ccc(OC)cc2)sc(C)c1C	16	0.7	0.5	0
Cc1ccc2c(c1)NC(SCc1cccc(F)c1)=NS2(=O)=O	3	-0.1	4.1	-2
Cc1cc(C)c(OCCN2CCCC2)c(C)c1	20	0.0	0.2	5
Cc1ccccc1NC(=O)C1CC(=O)N=C(N)S1 (centres undefined)	11	-0.2	-0.9	10

Record cards, from the list above.
CCCCN(CC)CCNC(=O)c1cn(-c2ccc(F)cc2F)c(=O)c2ccccc12 as listed: MITF inh: -12; FBW7 act: 0.0; GPR151 ag: -0.9; TEAD-YAP block: -2
CSc1cccc(NC(=O)CCc2nc3cccnc3n2Cc2ccccc2)c1 as listed: MITF inh: 13; FBW7 act: 0.1; GPR151 ag: -0.2; TEAD-YAP block: 4
Cc1ccc(C)c(OCc2cc(C(=O)NC3CCOC(C)(C)C3)no2)c1 (centres undefined) as listed: MITF inh: 1; FBW7 act: 0.8; GPR151 ag: 0.1; TEAD-YAP block: -43

Next section
Structure	MITF inh	FBW7 act	GPR151 ag	TEAD-YAP block
COc1cc(-c2nc(Nc3ccc(OC(F)(F)F)cc3)c3ccccc3n2)cc(OC)c1OC	10	-0.2	-0.6	-4
CCN(CC)S(=O)(=O)c1ccc(C(=O)Nc2c3c(nn2-c2cccc(C)c2C)CS(=O)C3)cc1 (centres undefined)	8	0.1	-1.4	-3
CC(=O)N1CCc2c(sc(NC(=O)C(C)(C)C)c2C#N)C1	0	0.1	0.1	16
O=C(CN1CCc2ccccc2C1)Nc1ccc(F)cc1F	18	0.3	0.2	-2
COc1ccc(CCNCC(O)COc2cccc(Br)c2)cc1 (centres undefined)	15	-0.1	-2.3	3
CC(=O)Nc1ccc(S(=O)(=O)NC(C)c2nc(-c3ccncc3)n[nH]2)cc1 (centres undefined)	14	0.3	1.0	13
NC(=O)c1ccc(N2CCCCC2)c([N+](=O)[O-])c1	8	0.0	2.1	-3
CCOc1ccc(N=c2oc3c(C)ncc(CO)c3cc2C(N)=O)cc1	2	0.3	0.2	18
C=CCn1cc(C(=O)OC)c(=O)c2cc(S(=O)(=O)N(CC)CC)ccc21	2	0.7	0.5	-10
COc1cc(NC(=O)CSc2nc3ccccc3n2S(=O)(=O)c2ccccc2)cc(OC)c1OC	0	1.0	-0.6	11

(more compounds)
Structure	MITF inh	FBW7 act	GPR151 ag	TEAD-YAP block
O=C(NCCCCCO)C(=O)Nc1ccc(Cl)cc1	7	1.0	0.4	-69
O=C(NCc1ccc(N2CCCC2=O)cc1)Nc1ccccc1	14	0.2	-2.5	-2
CC1=NN(C(=O)c2cc(C(C)C)cc(C(C)C)c2O)C(O)(C(F)F)C1 (centres undefined)	4	0.0	2.4	13
Cc1cnc(C(=O)NC(C)c2nc(-c3ccncc3)n[nH]2)cn1 (centres undefined)	-2	0.0	0.4	11
O=C(O)CCn1c(SC2CCCCC2)nc2ccccc21	14	0.3	-1.8	6
O=C(Cn1c2ccccc2c2cn[nH]c(=O)c21)NCCN1CCOCC1	6	0.2	-0.2	-10
Cc1noc(NS(=O)(=O)c2ccc(NC(=O)CCCOc3ccc(Cl)cc3Cl)cc2)c1C	-2	0.1	0.4	-4
Cc1cc(N2CCOCC2)nc2ccc(NC(=O)CCC(=O)N(C)Cc3ccccc3)cc12	5	0.0	-0.5	-16
CC(C)C(NC(=O)c1ccccc1NC(=O)c1ccco1)C(=O)N1CCCCC1 (centres undefined)	10	0.8	1.6	14
CC1CCCN(C(=O)CSc2nc3ccccc3n2CC(=O)NC2CCCC2)C1 (centres undefined)	-10	-0.1	1.0	12
